hDAT+cocaine – modulates human dopamine transporter uptake under cocaine; LLC-PK1 hDAT cells, [14C]-dopamine uptake with cocaine IC80; actives deviate in either direction; B-score at 10 µM; 110,000 compounds, 1.3% hits; AID 449768;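 active = Z score or B-score, a plate-position-corrected score, falls beyond the plate's 99.7% confidence bounds, in either direction; inactive = both scores lie inside the 99.7% bounds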;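 note: scored against the spread of the other compound wells on the same plate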
PLK1 inh – inhibitors of human PLK1 kinase. P53350. recombinant PLK1 kinase, TR-FRET peptide phosphorylation. inhibition, % at 10 µM. 97,000 compounds, 0.53% hits;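 active = inhibition of 50% or more in the single-concentration screen; inactive = inhibition below 50%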;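 note: 0% = DMSO max control and 100% = H-89 dihydrochloride min control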
Target sequence (P53350 whole entry, looked up): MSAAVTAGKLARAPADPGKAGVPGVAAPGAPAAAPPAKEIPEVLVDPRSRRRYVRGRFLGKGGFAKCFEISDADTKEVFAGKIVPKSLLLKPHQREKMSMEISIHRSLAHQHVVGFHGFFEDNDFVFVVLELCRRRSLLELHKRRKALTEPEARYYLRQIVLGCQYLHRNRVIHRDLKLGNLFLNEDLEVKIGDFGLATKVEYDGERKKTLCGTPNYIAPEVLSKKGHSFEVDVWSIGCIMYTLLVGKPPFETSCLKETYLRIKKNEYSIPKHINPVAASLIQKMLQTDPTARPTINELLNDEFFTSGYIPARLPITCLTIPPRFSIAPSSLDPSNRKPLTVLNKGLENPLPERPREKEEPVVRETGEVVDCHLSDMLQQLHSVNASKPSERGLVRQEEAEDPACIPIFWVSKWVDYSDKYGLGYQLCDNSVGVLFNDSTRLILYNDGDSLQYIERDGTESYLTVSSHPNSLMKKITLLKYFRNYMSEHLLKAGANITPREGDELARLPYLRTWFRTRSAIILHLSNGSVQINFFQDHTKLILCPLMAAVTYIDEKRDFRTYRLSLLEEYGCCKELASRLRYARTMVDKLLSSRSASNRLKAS
cytoskel mod – modifiers of cytoskeleton assembly; AID 836; 91,000 compounds, 0.18% hits; HUVEC TNFa F-actin phalloidin imaging, high content; inhibition, % at 2 µM;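 active = inhibition above the batch mean plus 3 SD and confirmed as a hit by visual image inspection, cut at about 30% in these data, passing the limit was not always enough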; note: strong numbers were not always called active
sEH inhibitor – blocks human soluble epoxide hydrolase activity. recombinant human sEH enzymatic activity assay. inhibition, % at 2 µM. 91,000 compounds, 0.34% hits. P34913; in the data active = inhibition above about 80%; note: values of inactives mirror those of a sister screen read the other way; many of its hits are not listed in these tables
Ecoli WT expand – growth inhibitors of E. coli BW25113 wild type; OD600 absorbance; 98,000 compounds, 0.15% hits; growth inhibition, % at 100 µM;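 active = growth inhibition above about 50% at one test dose, limit read from the data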;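 note: growth measured after 20 h incubation at 37 °C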
HUVEC tox TNFa – toxic to HUVEC cells under TNF alpha stimulation. HUVEC TNFalpha-stimulated, Hoechst cell count, imaging. cell count reduction, % at 2 µM. 93,000 compounds, 0.17% hits. AID 848;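 active = cell count reduction exceeding the screen mean by over 5 SD, scaled to untreated wells per plate, cut at about 78% in these data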;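 note: cells counted after 24 h of TNF alpha exposure following the 1 h pretreatment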
VCAM1 TNFa inh – reduces TNF alpha induced VCAM1 expression in HUVEC | HUVEC TNFa-induced VCAM-1 immunofluorescence, high-content imaging | inhibition, % at 2 µM | 95,000 compounds, 0.48% hits | AID 802;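 active = inhibition above the batch mean plus 3 SD, with images confirmed as a hit by eye, cut at about 37% in these data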;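 note: 0% = TNF-stimulated DMSO wells and 100% = unstimulated control wells; not every result past the cut was called active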
IL1B cytotox – toxic to HUVEC cells under IL-1B stimulation; HUVEC cell count loss, Hoechst imaging, IL-1B stimulated; cell count reduction, % at 2 µM; 94,000 compounds, 0.41% hits;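 active = cell count reduction more than 3 SD above the screen-wide mean, cut at about 70% in these data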;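 note: normalized per plate to untreated control cells as the no-loss baseline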
Plk1 PBD FP – Plk1 (human) PBD binding inhibition. P53350. Plk1 PBD phosphopeptide binding, fluorescence polarization. inhibition, %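 (tested at about 20 µM)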. 97,000 compounds, 0.13% hits. AID 693; in the data active = inhibition above about 34%, passing the limit was not always enough
Starred values were filed as active, the others as inactive; nt = not tested or not shown.

SMILES | hDAT+cocaine | PLK1 inh | cytoskel mod | sEH inhibitor | Ecoli WT expand | HUVEC tox TNFa | VCAM1 TNFa inh | IL1B cytotox | Plk1 PBD FP
COc1cc(/C=N/NC(=O)c2ccncc2)ccc1OC(=O)c1ccc([N+](=O)[O-])cc1 | -0.7 | -6 | 1 | 21 | -11 | -3 | 1 | 23 | 17
Cc1nc(-c2ccccc2O)n(-c2ccccc2)n1 | -0.057 | -6 | 11 | 8 | 2 | -23 | 10 | 11 | -10
CCc1cc2c(=O)c(-c3nc4ccccc4[nH]3)coc2c(CN2CCC(C)CC2)c1O | nt | -16 | 2 | 4 | nt | -24 | 12 | -2 | 10
CCc1ccc(S(=O)(=O)NCc2csc(-c3ccccc3)n2)s1 | -0.2 | -8 | -26 | nt | -12 | -14 | 8 | -27 | -35
OCCN(Cc1ccccc1)Cc1ccc(Cl)cc1Cl | 0.78 | -13 | 28 | -11 | 14 | -8 | 5 | 10 | -11
O=C(CSc1ccc(Cl)cc1Cl)N1CCC(c2nc3ccccc3s2)CC1 | 1.9 | -9 | -8 | -12 | -18 | -4 | -11 | -16 | 17
CN(C)c1nc2n(c(=S)n1)CCS2 | 0.054 | -9 | -4 | 5 | -5 | -7 | 2 | -32 | 11
Cn1cc(S(=O)(=O)N2CCN(c3ccc(F)cc3)CC2)c(=O)n(C)c1=O | -0.94 | -5 | 0 | -28 | 1 | -7 | 9 | -2 | -13
Cc1cc(C(=O)Nc2cccc(O)c2)c(C)o1 | -0.25 | -3 | -8 | 10 | 2 | 6 | 6 | 3 | 12
Cn1c(=O)c2c(SCc3cccc(C(F)(F)F)c3)nc(-c3ccco3)nc2n(C)c1=O | -0.01 | 6 | 0 | nt | -6 | 6 | 19 | 0 | 7
O=C(NCc1ccccc1Cl)c1ccc(Cn2cc(C(F)(F)F)ccc2=O)cc1 | 0.66 | -3 | -4 | 88* | -1 | -17 | 2 | -8 | -2
CCn1c(=S)sc2c(=O)n(-c3ccccc3)c(SCC(=O)NCc3ccco3)nc21 | 0.28 | -17 | -2 | -12 | -2 | -39 | 3 | 1 | -10
Cc1ccc(-c2nnc(SCc3nc4ccccc4[nH]3)n2Cc2ccco2)cc1 | nt | -8 | -10 | -3 | -3 | -15 | 13 | 6 | -3
O=C(CSc1nnc2c(Cl)cc(Cl)cn12)NC1CCS(=O)(=O)C1 (stereo unspecified) | -0.12 | -6 | nt | 1 | 3 | -11 | 17 | -9 | -4
O=S(=O)(c1cccc2cccnc12)n1cnc2ccccc21 | -0.31 | 8 | 2 | -1 | 0 | -3 | -3 | -92 | -21
CCC(=O)N1CCc2cc(S(=O)(=O)NCCCN(CC)Cc3ccccc3)ccc21 | 1.8 | -3 | 16 | 6 | -3 | -8 | -9 | 18 | -10
Clc1ccc(-c2csc3ncnc(NCCN4CCOCC4)c23)cc1 | 0.0088 | 9 | 0 | 2 | -5 | -25 | 9 | -48 | 1
CCOC(=O)c1sc2nc(SCC#N)n(CCCN3CCCC3=O)c(=O)c2c1C | 0.97 | -3 | -11 | 11 | -3 | 10 | -18 | -21 | -8
COc1ccc(C(=O)Nc2nc(C)c(C(=O)N(C)C)s2)cc1OC | 1.9 | -1 | -9 | 10 | 0 | -12 | 28 | -2 | -20
Cc1cc(C)nc(SCNC(=O)c2ccc(F)cc2)n1 | 0.22 | -4 | -29 | 8 | -3 | -7 | -9 | -23 | -17
Cc1nc(NC(=O)C23CCC(C)(C(=O)O2)C3(C)C)sc1C (stereo unspecified) | -0.79 | -6 | 8 | -2 | -7 | -10 | 4 | -13 | -12
CCN(CC)C(=O)Nc1c(C)n(C)n(-c2ccccc2)c1=O | -0.016 | 55* | 0 | -4 | nt | -20 | -32 | 4 | 14
CCOc1cc(C2NC(=O)NC(O)(C(F)(F)F)C2C(=O)c2ccc(OC)cc2)ccc1O (stereo unspecified) | -1.3 | -1 | -34 | 7 | 4 | 12 | 28 | -14 | -5
CC1(C)Cc2c(c(N3CCCC3)[nH]c(=S)c2C#N)CO1 | nt | -5 | -6 | -4 | -6 | -23 | 3 | -105 | -19
CCN(CC)CC(=O)c1c[nH]c2ccc(C)cc12 | 0.1 | -6 | -17 | 0 | 2 | -15 | 3 | 1 | 21
S=c1[nH]nc(-c2ccncc2)n1CC1CCCO1 (stereo unspecified) | -0.52 | -6 | -2 | 0 | -2 | 24 | 7 | 2 | 2
COc1cccc(N2CCN(c3ncnc4c3cnn4-c3ccc(C)cc3C)CC2)c1 | 1.1 | -8 | -29 | -10 | -9 | 22 | 35 | 22 | -28
Cc1ccc(N(C(C)C(=O)N2CCC(C)CC2)S(C)(=O)=O)cc1C (stereo unspecified) | -0.099 | -10 | -4 | -10 | 0 | -3 | 27 | -48 | 10
FC(F)(F)C1CC(c2cccs2)Nc2ncnn21 (stereo unspecified) | -0.31 | -10 | -3 | 1 | 4 | -16 | 8 | -24 | -11
COC(=O)CCCCCc1ccc(C(C)=O)s1 | 0.45 | -17 | -13 | 16 | 12 | 2 | 7 | -31 | 18
O=C(C#Cc1cccc([N+](=O)[O-])c1)c1ccccc1 | -0.71 | -5 | -11 | 5 | -5 | 4 | 26 | -10 | -12
COc1ccc(N2C(=O)c3ccccc3NC2c2ccc(OC)c(CSc3ccccn3)c2)cc1 (stereo unspecified) | 0.049 | -4 | -14 | 17 | -5 | -36 | -8 | -53 | 17
COC(=O)c1nn(-c2ccccc2)c(=O)cc1Oc1ccccc1 | -1.9 | -7 | 15 | -18 | 4 | -9 | 10 | -105 | -17
CC1CCc2nc(N)c(C#N)c(-c3ccncc3)c2C1 (stereo unspecified) | -0.059 | -8 | 10 | 17 | 5 | -31 | 12 | 20 | 6
COC(=O)COc1ccc(C2NC(=O)NC(c3ccccc3)=C2C(C)=O)cc1OC (stereo unspecified) | -0.49 | -9 | -10 | 0 | 0 | -6 | 12 | -12 | -4
Clc1ccc2nc(N3CCN(c4ccccc4)CC3)sc2c1 | -0.54 | -9 | -13 | -2 | nt | 3 | -1 | -34 | 4
Cc1ccc(COn2c(-c3ccc(Cl)cc3Cl)nc3ncccc32)cc1 | 0.25 | -8 | -10 | 0 | -9 | -6 | 13 | -2 | -4
Cc1noc(C)c1COC(=O)c1ccc2c(c1)S(=O)(=O)c1ccccc1C2=O | -1.2 | -14 | 34 | 5 | 1 | -11 | 16 | 4 | 2
CCOc1cc(NS(=O)(=O)c2ccc(Cl)cc2)c(OCC)cc1NC(=O)CC(C)C | -0.97 | -5 | 4 | 4 | -6 | -3 | -8 | -3 | 0
CCOP(=O)(c1ccccc1)C1(C#N)CCCC1 (stereo unspecified) | 0.37 | -14 | -49 | nt | -2 | 58 | 12 | -18 | -7
O=C(CN1C(=O)CSC1=O)Nc1ccc(C(=O)O)cc1 | 0.26 | -10 | 10 | nt | 4 | 7 | 4 | -7 | -14
CC(C)NC(=O)C(=O)NCCN1CCN(S(=O)(=O)c2ccc(Cl)cc2)CC1 | -0.46 | 2 | 7 | -5 | -2 | -11 | 3 | -7 | 3
CC(C)CCn1c(=S)[nH]c2ncccc2c1=O | nt | -1 | nt | 9 | -5 | -21 | 5 | -98 | -1
COC(=O)c1cc(OC)ccc1-c1ccc(OC)cc1 | 0.59 | -9 | -36 | 9 | -3 | 9 | 20 | -5 | 8
CC(CCC(=O)Nc1nncs1)C(=O)O (stereo unspecified) | -0.69 | 12 | -1 | 0 | -4 | 2 | 2 | 4 | -6
CCOC(=O)C1=C(C)NC(=O)NC1c1ccc(OC)c(CN2CCOCC2)c1 (stereo unspecified) | 0.47 | -6 | -3 | -5 | 1 | 1 | 23 | -4 | -1
C=CCn1c(SCc2c(C(=O)OC)sc(N)c2C(=O)OC)nnc1-c1ccc(Cl)cc1 | 0.99 | 0 | nt | -6 | 1 | -29 | -14 | 2 | -25
Cc1ccc(C)c(NC(=O)CN(C)S(=O)(=O)c2ccc(F)cc2)c1 | 0.014 | 3 | 0 | -15 | -3 | -23 | -26 | 18 | -1
COCCCNc1ncnc2sc3c(c12)CCC(C)C3 (stereo unspecified) | -0.049 | -7 | -5 | 5 | nt | nt | -9 | 13 | -31
COC(=O)c1c(NC(=O)CSc2nnnn2C)sc(C)c1C | -0.3 | -6 | -13 | -5 | 6 | 10 | 2 | -6 | -17

The results go on:
SMILES | hDAT+cocaine | PLK1 inh | cytoskel mod | sEH inhibitor | Ecoli WT expand | HUVEC tox TNFa | VCAM1 TNFa inh | IL1B cytotox | Plk1 PBD FP
O=C(C1CCN(c2ccc(N3CCOCC3)nn2)CC1)N1CCc2ccccc2C1 | 0.12 | -8 | 30 | nt | 2 | -10 | -7 | 17 | 0
CS(=O)(=O)N(CC(=O)N1CCCC1)c1ccc(Cl)c(Cl)c1 | -0.27 | -9 | -16 | 13 | 0 | -9 | -4 | -109 | 6
Cc1cc(=O)n2c(n1)OC(CO)C2 (stereo unspecified) | 1.2 | -19 | 6 | -3 | -1 | 11 | -1 | 7 | 7
COc1cc(-c2nc(S(=O)(=O)c3ccc(C)cc3)c(N3CCOCC3)o2)cc(OC)c1OC | nt | -1 | 10 | -11 | 1 | -6 | 11 | -23 | -9
COc1ccc(C(c2nnnn2C2CCCCC2)N2CCN(c3ccccc3F)CC2)cc1 (stereo unspecified) | 0.26 | -8 | -21 | -9 | -15 | -2 | 6 | 14 | -19
Cc1nn(CCc2n[nH]c(=S)n2-c2ccc(F)cc2)c(C)c1[N+](=O)[O-] | -0.74 | 2 | 2 | 5 | -4 | -14 | -28 | -7 | -20
Cc1ccc(-c2nc3ncccn3c2NC2CCCCC2)o1 | -0.26 | -9 | 0 | 6 | 5 | -15 | 24 | -8 | 4
CCOc1ccccc1C(=O)OCC(=O)Nc1ncc(C(F)(F)F)cc1Cl | 0.9 | -1 | nt | 10 | 4 | -41 | 1 | -15 | 4
Cc1cccc(Cn2c(=O)c3c(nc4n3CCCN4Cc3ccccc3)n(C)c2=O)c1 | 3* | -8 | 2 | -2 | -4 | -9 | 10 | -6 | 15
CC1CCN(S(=O)(=O)c2ccc(S(=O)(=O)NCC3COCCO3)cc2)CC1 (stereo unspecified) | 0.0011 | -16 | 3 | nt | 2 | -17 | 7 | -19 | 6
Cc1cc(Br)ccc1NC(=O)CCSc1ccccc1 | -0.64 | -14 | -4 | 39 | -4 | 1 | -2 | -40 | 9
CCCOc1ccc(C(=O)c2nc3c(n2O)CCCCC3)cc1 | -0.16 | -14 | -2 | 8 | 16 | -16 | 23 | 7 | -7
CN(CC(=O)Nc1ccc2c(c1)OCCO2)S(=O)(=O)c1cccc2cccnc12 | -0.28 | -18 | -18 | 2 | -1 | -12 | -1 | 2 | 18
O=c1cc(-c2ccccc2)nc2nc(-c3ccco3)[nH]n12 | -0.5 | 8 | 10 | -3 | -26 | -25 | 9 | -26 | -12
COC(=O)c1ccc(NC(=O)CN2CCN(c3ccccc3)CC2)cc1 | -0.15 | -8 | -8 | 0 | 1 | nt | nt | 6 | 2
Cc1ccc(S(=O)(=O)N(CCO)Cc2cc3ccc(C)c(C)c3[nH]c2=O)cc1 | 1.4 | -13 | 18 | 7 | -10 | -36 | 9 | -22 | -5
CCO/N=C(/c1nonc1N)N1CCN(c2ccc([N+](=O)[O-])cc2)CC1 | 0.18 | -6 | -1 | 9 | -8 | -6 | 3 | 11 | -28
Cc1occc1C(=O)Nc1sc2c(c1C(N)=O)CCC(C(C)(C)C)C2 (stereo unspecified) | 0.033 | -10 | 0 | -23 | -19 | -15 | -7 | -5 | -4

Assay outcomes: PubChem BioAssay, several laboratories
